# mABHD4 FP: ABHD4 (mouse) inhibition, primary FP screen; 370,000 compounds, 0.54% hits; purified mABHD4, FP-Rh probe fluorescence polarization; inhibition, % at 8.92 µM; Q8VD66;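 active = inhibition exceeding the mean over every tested compound plus 3 SD, cut at about 30% in these data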;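 note: 0% = plate median of compound wells and 100% = S159A mutant with DMSO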
# Target sequence (Q8VD66 whole entry, looked up): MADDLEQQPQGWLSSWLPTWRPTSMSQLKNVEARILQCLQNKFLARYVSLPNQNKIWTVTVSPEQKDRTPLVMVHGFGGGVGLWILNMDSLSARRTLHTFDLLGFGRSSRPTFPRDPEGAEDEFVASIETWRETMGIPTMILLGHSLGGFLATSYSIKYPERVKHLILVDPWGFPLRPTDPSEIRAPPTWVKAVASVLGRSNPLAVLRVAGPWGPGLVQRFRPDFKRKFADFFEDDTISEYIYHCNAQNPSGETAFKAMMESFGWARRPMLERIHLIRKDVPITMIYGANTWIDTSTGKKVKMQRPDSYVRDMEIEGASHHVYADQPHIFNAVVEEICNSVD
#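 Test system: mABHD4 protein; Read-out basis: % inhibition; Incubation: 45 min + 60 min at 25 °C; Repeats: single replicate; Technique: fluorescence polarization with parallel and perpendicular emission, 525/598 nm; Compound: 8.92 µM, single dose; Benchmarks: full inhibition S159A mutant plus DMSO, zero as sample-well median.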
# NPR1 activator: GC-A (human) enzyme activation. 370,000 compounds, 0.14% hits. P16066. HEK293 GC-A cells, cGMP TR-FRET, EC30 ANP; 0% at EC30 ANP, 100% saturating ANP. AID 1671463. activation, % at 10 µM; in the data active = activation above about 40%
# ARFGAP1 inh: inhibits rat ARF GTPase activating protein 1; Q62848; Arfgap1-stimulated ARF1 GTP hydrolysis, GDP FP detection; inhibition, % at 16.5 µM; 360,000 compounds, 0.26% hits; AID 651572;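 active = inhibition above a per-plate limit, mean inhibition of low control wells plus 3 SD, cut at about 25% in these data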;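 note: 0% = DMSO wells with enzyme and 100% = wells lacking Arfgap1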
# Target sequence (Q62848 1-136 limits assumed): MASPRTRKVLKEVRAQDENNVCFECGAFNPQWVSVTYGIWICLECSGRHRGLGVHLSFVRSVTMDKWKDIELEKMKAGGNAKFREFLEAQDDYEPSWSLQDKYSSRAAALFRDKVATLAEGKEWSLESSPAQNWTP
#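 Material: rat Arfgap1 GAP domain (His6, aa 1-136), purified enzyme. Also added: human ARF1(Δ1-17)-GTP substrate. Compound dosing: 16.5 µM single point, 1.26% DMSO. Timing: enzyme reaction 120 min at 25 °C after 20 min preincubation. Signal: GDP detection by fluorescence polarization. Read-out basis: percent inhibition of GAP-stimulated GDP formation, scaled between DMSO and no-Arfgap1 medians.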
# HTRA1 inh: inhibitors of human serine peptidase HTRA1; Q92743; recombinant HTRA1, FP-rhodamine activity-based probe, fluorescence polarization; inhibition, % at 5.96 µM; 340,000 compounds, 0.5% hits; in the data active = inhibition above about 36%;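 note: 0% = enzyme with DMSO and 100% = wells lacking enzyme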
# Target sequence (Q92743 whole entry, looked up): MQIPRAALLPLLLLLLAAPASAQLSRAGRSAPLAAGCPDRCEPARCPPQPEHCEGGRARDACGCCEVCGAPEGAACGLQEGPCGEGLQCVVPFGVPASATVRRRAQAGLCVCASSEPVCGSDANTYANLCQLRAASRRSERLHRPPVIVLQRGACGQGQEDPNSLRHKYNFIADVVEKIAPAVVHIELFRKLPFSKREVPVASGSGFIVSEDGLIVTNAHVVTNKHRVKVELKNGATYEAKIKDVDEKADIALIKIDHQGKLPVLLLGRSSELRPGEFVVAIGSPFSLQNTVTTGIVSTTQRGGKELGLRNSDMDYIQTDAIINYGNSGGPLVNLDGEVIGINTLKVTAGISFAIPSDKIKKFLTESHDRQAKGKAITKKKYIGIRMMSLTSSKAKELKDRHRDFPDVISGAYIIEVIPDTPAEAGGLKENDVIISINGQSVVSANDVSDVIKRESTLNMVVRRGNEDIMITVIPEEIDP
# ASAP1 GAP inh: inhibitors of human ASAP1 ArfGAP activity; AID 624377; 360,000 compounds, 0.19% hits; inhibition, % at 16.5 µM; ASAP1-stimulated ARF1 GTP hydrolysis, GDP FP detection; in the data active = inhibition above about 25%;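 note: 0% = vehicle with enzyme and substrate and 100% = no enzyme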
# rCAG binder: r(CAG) repeat RNA binding; TO-PRO-1 dye displacement fluorescence; inhibition, % at 3 µM; 370,000 compounds, 1.3% hits; AID 651821;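 active = inhibition above the plate cutoff, the mean of all test compounds on that plate plus 3 SD, cut at about 35% in these data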;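 note: 0% = DMSO alone and 100% = 100 µM mitoxantrone as full dye displacement; higher means more dye released from RNA so lower well fluorescence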
# Rev-erbA mod: Rev-erb alpha (human) modulation. 370,000 compounds, 0.79% hits. Rev-erbα–FITC-DNA binding, fluorescence polarization, 90 min. P20393. AID 1259318. activity, % at 10 µM;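 active = activity above about 14%, limit read from the data; passing the limit was not always enough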;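 note: 0% = DMSO wells with 35 nM protein and 100% = DMSO wells with 750 nM protein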
# SMARCA2 activ: activators of SMARCA2 function; MG213 cells, MMTV-luciferase reporter, dexamethasone, overnight; AID 652017; activation, % at 9.1 µM; 370,000 compounds, 1% hits; in the data active = activation above about 7.8%;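 note: 0% = vehicle wells and 100% = reference activator wells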
# GC-B act: GC-B (human) receptor activation | HEK293-GC-B cells, CNP EC30, cGMP TR-FRET; 0% at EC30 CNP, 100% saturating CNP | P20594 | 370,000 compounds, 0.11% hits | activation, % at 10 µM;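 active = activation at 10 µM reaching about 35% in either raw or pattern-adjusted values, limit read from the data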
# PG9 Ab binder: small molecules binding HIV-1 gp120 antibody PG9. TR-FRET gp120-PG9 antibody binding. inhibition, % at 6.7 µM. 360,000 compounds, 0.43% hits. AID 624416; in the data active = inhibition above about 8.5%
# Active calls of the source: *; x = no result given.
SMILES,mABHD4 FP,NPR1 activator,ARFGAP1 inh,HTRA1 inh,ASAP1 GAP inh,rCAG binder,Rev-erbA mod,SMARCA2 activ,GC-B act,PG9 Ab binder
Cc1ccc(C2C3=C(CC(C)(C)CC3=O)N(CCN3CCOCC3)C3=C2C(=O)CC(C)(C)C3)cc1,6.7,-2.4,9.4,-2.1,3.1,-7.7,4.5,-2.5,6.5,0.8
O=C(O)c1cccc(COc2ccc(CO)cc2Cl)c1,-0.8,x,0.5,2.2,5.2,3.3,x,2.2,x,-3.4
CN1C(=O)C(/C(N)=N/NC(=O)c2ccccc2)C2CC1(C)Oc1ccccc12 (configuration not stated),-0.5,4.7,-11.4,11.4,1.1,-0.9,2.2,1.0,3.1,-4.0
CC(OCCN(C)C)C(=O)C12CC3CC(CC(C3)C1)C2 (configuration not stated),5.8,-1.3,-9.5,x,0.9,-1.4,-2.6,-1.1,1.9,-2.0
Cc1ccccc1NS(=O)(=O)c1ccc(C(=O)N2CCN(c3ccccn3)CC2)cc1,-5.1,-4.6,9.6,-1.5,5.1,-4.9,-0.6,-3.2,0.6,-0.3
CCC(=O)NNC(=O)CCC(=O)Nc1cccc(Cl)c1C,-2.0,7.5,-5.8,-10.6,-3.2,-0.1,-3.6,2.7,-0.7,-0.9
CCc1ccc2c(c1)C(c1ccc([N+](=O)[O-])cc1)=NNC(c1ccc(F)cc1)=N2,-7.0,-12.6,5.8,-2.7,3.8,10.9,0.8,-3.0,-5.3,-1.2
CCc1[nH]nc(C(=O)N/N=C/c2ccncc2)c1C,3.5,-1.0,13.3,6.6,-0.7,-1.9,2.3,3.1,-1.6,-2.0
CN1CCN(CC#CCC(O)(c2ccccc2)c2ccccc2)CC1,-0.8,-0.7,-0.7,4.0,-5.5,-4.4,-4.8,-5.4,-7.9,4.0
CCOC(=O)C1CCCN(C(=O)COC(=O)c2ccc(C#N)cc2)C1 (configuration not stated),3.0,-0.8,7.3,5.7,0.6,-3.1,2.8,0.6,1.0,-3.6
CC(C)NC(=O)c1c(O)c2ccccc2[nH]c1=O,12.5,-0.2,-4.7,1.0,-5.8,-1.6,-3.2,3.3,-1.3,5.2
C[C@@H](Oc1ccccc1)c1nnn(Cc2ccccc2)c1-c1c([C@@H](C)Oc2ccccc2)nnn1Cc1ccccc1,-10.2,-1.2,-2.1,x,-6.3,5.3,5.7,-0.4,-8.6,-1.9
Cc1ccc(C(=O)CSc2nc(N)cc(=O)[nH]2)cc1C,-7.8,-4.9,-0.1,-2.0,-4.9,6.8,-5.6,-2.0,-4.6,-2.5
CC1Cn2c(Cc3ccccc3)nnc2S1 (configuration not stated),-0.4,2.6,10.1,x,-2.9,5.8,-3.6,-4.0,1.1,1.0
C/C=C/c1ccc(OCCCCN(C)Cc2ccccc2)c(OC)c1,0.6,-4.6,4.0,-5.6,7.0,-9.3,0.1,-0.1,-13.1,-1.4

# Whole records from above.
# O=C(O)c1cccc(COc2ccc(CO)cc2Cl)c1 is listed with mABHD4 FP: -0.8; NPR1 activator: x; ARFGAP1 inh: 0.5; HTRA1 inh: 2.2; ASAP1 GAP inh: 5.2; rCAG binder: 3.3; Rev-erbA mod: x; SMARCA2 activ: 2.2; GC-B act: x; PG9 Ab binder: -3.4
# CC(C)NC(=O)c1c(O)c2ccccc2[nH]c1=O is listed with mABHD4 FP: 12.5; NPR1 activator: -0.2; ARFGAP1 inh: -4.7; HTRA1 inh: 1.0; ASAP1 GAP inh: -5.8; rCAG binder: -1.6; Rev-erbA mod: -3.2; SMARCA2 activ: 3.3; GC-B act: -1.3; PG9 Ab binder: 5.2

# (continued)
SMILES,mABHD4 FP,NPR1 activator,ARFGAP1 inh,HTRA1 inh,ASAP1 GAP inh,rCAG binder,Rev-erbA mod,SMARCA2 activ,GC-B act,PG9 Ab binder
Cn1c(=O)c(Oc2cc(Cl)cc(Cl)c2)nc2ccccc21,1.6,-1.0,-2.8,-2.4,-1.1,0.0,3.6,-3.7,1.9,1.2
COC(=O)c1ccc2c(=O)[nH]c(CSc3nc(C)cs3)nc2c1,3.2,2.1,7.0,1.3,6.6,2.1,-8.9,3.3,-2.2,0.3
CCOC(=O)C1CCN(C(=O)Nc2ccc(NC(=O)C3CCN(C(=O)OCC)CC3)cc2)CC1,1.5,3.6,-1.7,5.1,10.2,-6.7,-1.2,-2.7,3.8,2.3
COc1ccc(OC)c(-c2csc3nnc(SCC(=O)Nc4ccc(NC(C)=O)cc4)n23)c1,9.8,0.4,6.5,5.5,-4.9,2.0,-6.5,-1.3,4.4,0.9
COc1ccc(Cc2nc3ccc(C(=O)NCCn4cccn4)cc3o2)cc1,0.0,-0.7,-3.0,0.7,9.9,-6.3,1.9,3.7,5.3,-2.1
O=C(NCC[C@@H]1CC[C@@H](NC(=O)c2cnccn2)[C@@H](CO)O1)c1ccc2c(c1)OCO2,7.0,0.7,-9.4,x,1.9,3.9,1.7,-1.1,-1.4,-0.8
N#Cc1ccccc1OCC(=O)NNC(=O)CCNC(=O)c1ccccc1,-0.3,-1.1,18.1,3.3,-6.5,0.5,9.0,0.6,3.1,-1.2
Cc1cc(-c2nc(C)c(C(=O)NNS(=O)(=O)c3cccc(C(F)(F)F)c3)s2)no1,-0.4,-7.2,10.6,x,4.5,7.7,-1.5,4.3,-1.9,-1.4
O=C(NN1C(=O)C2C3C=CC(C4CC34)C2C1=O)c1ccccc1Cl (configuration not stated),1.8,1.6,3.3,6.5,-8.8,1.7,0.4,1.9,0.2,-2.0
COc1ccccc1C(=O)Nc1nc(-c2cccs2)c(NC(C)=O)s1,3.1,2.8,4.7,-7.4,6.8,9.9,-7.2,1.4,-0.1,-0.8
COc1ccc(NC(=O)Nc2nnc(Cc3ccc(F)cc3)s2)cc1,-8.3,11.3,4.2,-0.2,5.3,29.1,2.8,-0.4,3.9,-0.4
COc1cc(C(=O)NCC(C)(C)CNC(=O)c2cc(OC)c(OC)c(OC)c2)cc(OC)c1OC,-3.7,2.3,-6.0,1.0,-19.4,-8.1,0.1,-2.3,4.1,-1.2
Cc1ccc(-c2cc(C(F)(F)F)c(C#N)c(=O)[nH]2)cc1,2.8,2.4,-7.1,-5.2,6.9,3.3,-3.6,-5.0,-4.1,2.0
O=C(/C=C/c1c(Cl)cccc1Cl)NCCc1ccccc1,-4.7,1.8,-5.4,-8.2,16.4,-3.4,-1.3,10.6*,3.3,-1.0
CCOC(=O)c1sc(NC(=O)CSc2nnc(-c3ccc(OC)cc3)n2CCOC)nc1C,-2.9,-0.1,9.7,-7.5,8.3,-4.9,1.5,2.2,-1.7,-1.6

# Part of the list above in order of SMILES length, largest number first.
SMILES,mABHD4 FP,NPR1 activator,ARFGAP1 inh,HTRA1 inh,ASAP1 GAP inh,rCAG binder,Rev-erbA mod,SMARCA2 activ,GC-B act,PG9 Ab binder
CCOC(=O)C1CCN(C(=O)Nc2ccc(NC(=O)C3CCN(C(=O)OCC)CC3)cc2)CC1,1.5,3.6,-1.7,5.1,10.2,-6.7,-1.2,-2.7,3.8,2.3
Cc1cc(-c2nc(C)c(C(=O)NNS(=O)(=O)c3cccc(C(F)(F)F)c3)s2)no1,-0.4,-7.2,10.6,x,4.5,7.7,-1.5,4.3,-1.9,-1.4
COc1ccc(OC)c(-c2csc3nnc(SCC(=O)Nc4ccc(NC(C)=O)cc4)n23)c1,9.8,0.4,6.5,5.5,-4.9,2.0,-6.5,-1.3,4.4,0.9
O=C(NN1C(=O)C2C3C=CC(C4CC34)C2C1=O)c1ccccc1Cl (configuration not stated),1.8,1.6,3.3,6.5,-8.8,1.7,0.4,1.9,0.2,-2.0
COC(=O)c1ccc2c(=O)[nH]c(CSc3nc(C)cs3)nc2c1,3.2,2.1,7.0,1.3,6.6,2.1,-8.9,3.3,-2.2,0.3
COc1ccc(NC(=O)Nc2nnc(Cc3ccc(F)cc3)s2)cc1,-8.3,11.3,4.2,-0.2,5.3,29.1,2.8,-0.4,3.9,-0.4

# Two records picked at random from those above, as already listed:
SMILES,mABHD4 FP,NPR1 activator,ARFGAP1 inh,HTRA1 inh,ASAP1 GAP inh,rCAG binder,Rev-erbA mod,SMARCA2 activ,GC-B act,PG9 Ab binder
Cc1ccc(-c2cc(C(F)(F)F)c(C#N)c(=O)[nH]2)cc1,2.8,2.4,-7.1,-5.2,6.9,3.3,-3.6,-5.0,-4.1,2.0
COc1ccc(Cc2nc3ccc(C(=O)NCCn4cccn4)cc3o2)cc1,0.0,-0.7,-3.0,0.7,9.9,-6.3,1.9,3.7,5.3,-2.1

# The list continues.
SMILES,mABHD4 FP,NPR1 activator,ARFGAP1 inh,HTRA1 inh,ASAP1 GAP inh,rCAG binder,Rev-erbA mod,SMARCA2 activ,GC-B act,PG9 Ab binder
c1ccc(-n2cc(CNCCc3cscn3)c(-c3ccc4c(c3)OCO4)n2)cc1,-0.1,2.7,-3.8,-24.8,-10.0,-4.7,6.6,-0.9,0.3,-0.4
CCc1ccc(NC(=O)CSc2nc3ccsc3c(=O)n2CCC(=O)O)cc1,4.6,-0.7,9.2,6.2,1.5,23.1,-6.0,-0.1,0.1,0.0
C[C@@H]1CN([C@@H](C)CO)C(=O)CCCn2nncc2CO[C@H]1CN(C)C(=O)Nc1cccc(Oc2ccccn2)c1,-2.9,-0.3,8.6,1.8,-6.3,0.6,-0.8,6.7,1.4,-0.5
O=C(CCc1nc2ccccc2c(=O)[nH]1)Nc1ccc(F)c([N+](=O)[O-])c1,1.9,-1.4,2.5,8.7,8.3,19.4,1.4,-1.0,-1.8,-0.9
O=[N+]([O-])c1cc(-c2ccc(/C=N/c3nc4ccccn4c3-c3ccco3)o2)ccc1Cl,45.6*,0.7,12.3,36.7*,-13.2,10.9,3.8,4.9,5.0,-27.6
COc1ccc(CNc2ccncc2)c(OC)c1OC,1.6,3.8,3.9,5.0,-0.5,-1.0,3.0,0.0,-0.1,-1.4
CCOc1ccccc1NC(=O)COC(=O)CC(NC(N)=O)c1ccc(Cl)cc1 (configuration not stated),-3.1,-3.1,0.8,-1.8,-12.1,-3.7,6.8,0.5,-1.9,-4.0
COc1ccc(-c2sc3ccccc3c2C#Cc2cncn2C)cc1,-18.9,-19.6,2.3,-101.0,-3.5,4.8,0.1,0.1,-24.8,-2.0
Cc1cccc(Sc2c([N+](=O)[O-])ncn2C)c1,-3.1,1.0,4.7,-2.5,1.0,2.0,-2.4,2.3,12.6,-0.2
CCCN(CCO)CCCc1ccccc1,6.2,1.6,-14.0,4.8,-13.1,0.8,-0.2,-0.6,0.8,0.3
CCOc1cc(C(c2c(C)[nH][nH]c2=O)c2c(C)[nH][nH]c2=O)ccc1OS(=O)(=O)c1ccc(C)cc1,1.0,-2.8,2.0,-6.7,-7.6,34.2,-7.4,0.3,-4.2,0.4
CN(CCNC(=O)C1CC(=O)N(c2ccc(F)c(Cl)c2)C1)Cc1ccccc1 (configuration not stated),-2.3,3.9,-1.1,1.3,3.0,-9.0,-1.9,0.2,-0.8,-1.1
O=C(c1ccc(S(=O)(=O)Cc2cc(F)ccc2F)c([N+](=O)[O-])c1)N1CCCCC1,-4.9,0.9,2.6,1.8,15.9,0.7,-3.4,0.9,-0.7,-2.7
COc1cccc(OC)c1C(=O)N1CCN(Cc2ccccc2C)CC1,-2.7,3.4,3.0,8.0,18.2,-3.5,-1.1,-3.1,1.5,-0.5
COc1ccc(S(=O)(=O)NC2CCCC2)c(OC)c1,0.1,-3.8,-4.6,-1.1,-0.7,-2.6,-0.4,-0.2,-4.3,-1.9
